NSD2 block: NSD2 (human) methyltransferase inhibition | inhibition, % at 12.5 µM | NSD2-SET H3K36me1 DELFIA fluorescence, biochemical | 44,000 compounds, 0.07% hits | AID 624260 | O96028; in the data active means inhibition above about 54%, passing the limit was not always enough;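 further: inhibitors reduce the monomethyl H3K36 fluorescence signal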
Target sequence (O96028 whole entry, looked up): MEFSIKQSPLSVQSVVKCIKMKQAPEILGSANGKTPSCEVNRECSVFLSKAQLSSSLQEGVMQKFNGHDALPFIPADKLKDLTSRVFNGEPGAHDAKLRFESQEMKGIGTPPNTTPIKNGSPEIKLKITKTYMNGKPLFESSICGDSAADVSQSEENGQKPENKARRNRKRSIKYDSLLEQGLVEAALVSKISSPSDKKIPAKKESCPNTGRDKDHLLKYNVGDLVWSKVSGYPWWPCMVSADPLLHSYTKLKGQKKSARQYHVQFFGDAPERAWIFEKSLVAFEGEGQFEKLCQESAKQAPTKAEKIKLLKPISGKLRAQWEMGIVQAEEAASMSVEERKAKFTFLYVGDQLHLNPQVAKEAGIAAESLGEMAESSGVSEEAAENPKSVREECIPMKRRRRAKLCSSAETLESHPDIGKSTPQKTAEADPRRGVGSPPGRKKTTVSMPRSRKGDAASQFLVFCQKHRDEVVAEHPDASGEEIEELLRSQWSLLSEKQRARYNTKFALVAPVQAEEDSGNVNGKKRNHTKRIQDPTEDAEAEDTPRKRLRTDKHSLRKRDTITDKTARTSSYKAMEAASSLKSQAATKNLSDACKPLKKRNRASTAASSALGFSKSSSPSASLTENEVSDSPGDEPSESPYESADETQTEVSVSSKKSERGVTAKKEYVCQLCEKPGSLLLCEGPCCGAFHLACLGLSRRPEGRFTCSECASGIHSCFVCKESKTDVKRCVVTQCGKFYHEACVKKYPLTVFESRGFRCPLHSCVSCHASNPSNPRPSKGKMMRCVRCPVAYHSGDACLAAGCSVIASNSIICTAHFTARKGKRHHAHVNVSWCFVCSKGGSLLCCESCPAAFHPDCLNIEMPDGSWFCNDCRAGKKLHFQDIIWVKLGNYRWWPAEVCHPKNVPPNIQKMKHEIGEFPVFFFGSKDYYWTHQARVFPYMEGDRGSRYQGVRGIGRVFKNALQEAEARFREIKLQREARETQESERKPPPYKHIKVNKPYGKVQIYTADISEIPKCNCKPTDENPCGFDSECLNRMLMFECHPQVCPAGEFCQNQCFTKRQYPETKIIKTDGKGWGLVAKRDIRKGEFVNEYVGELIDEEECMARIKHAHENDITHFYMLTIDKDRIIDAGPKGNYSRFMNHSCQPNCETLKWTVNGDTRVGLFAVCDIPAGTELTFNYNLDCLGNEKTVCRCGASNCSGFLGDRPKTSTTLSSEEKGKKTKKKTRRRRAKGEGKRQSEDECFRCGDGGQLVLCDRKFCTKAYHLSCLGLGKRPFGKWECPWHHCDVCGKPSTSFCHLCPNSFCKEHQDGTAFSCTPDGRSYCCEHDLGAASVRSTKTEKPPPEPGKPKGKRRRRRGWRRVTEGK
* = called active by the depositor. A portion of the library (hit frequency here may not be typical).

entry | mol | NSD2 block
1 | C[C@H]1CN([C@@H](C)CO)C(=O)c2cc(NC(=O)Nc3cccc4ccccc34)ccc2O[C@H]1CN(C)CC1CCCCC1 | -2
2 | CC(=O)N(C)C[C@H]1Oc2cc(/C=C/c3ccccc3)ccc2S(=O)(=O)N([C@H](C)CO)C[C@H]1C | 3
3 | Cc1ccc(-c2ccc3c(c2)O[C@H](CN(C)Cc2cncnc2)[C@@H](C)CN([C@@H](C)CO)S3(=O)=O)cc1 | 7
4 | COc1ccc(S(=O)(=O)Nc2cccc3c2O[C@H](CN(C)C(=O)Nc2c(C)noc2C)[C@@H](C)CN([C@H](C)CO)C3=O)cc1 | 0
5 | C[C@H](CO)N1C[C@H](C)[C@H](CN(C)C(=O)NC2CCCCC2)Oc2ncc(-c3cccc(C(F)(F)F)c3)cc2C1=O | -7
6 | COc1ccc(C#Cc2cnc3c(c2)C(=O)N([C@H](C)CO)C[C@@H](C)[C@@H](CN(C)CC2CCOCC2)O3)cc1 | 2
7 | COCC#Cc1ccc2c(c1)O[C@H](CN(C)C(=O)COC)[C@H](C)CN([C@@H](C)CO)S2(=O)=O | -1
8 | C[C@H](CO)N1C[C@H](C)[C@H](CN(C)C(=O)CCC(F)(F)F)OCCCC[C@H](C)Oc2ccc(N(C)C)cc2C1=O | -2

Later entries.
entry | mol | NSD2 block
9 | C[C@H]1CN([C@@H](C)CO)S(=O)(=O)c2ccc(C3=CCCCC3)cc2O[C@H]1CN(C)Cc1cccc(C(=O)O)c1 | 2
10 | COc1ccc(OC(=O)N(C)C[C@H]2OCc3ccccc3-c3ccccc3C(=O)N([C@@H](C)CO)C[C@H]2C)cc1 | 3
11 | C[C@@H]1CCCCO[C@@H](CN(C)Cc2ccc(C(=O)O)cc2)[C@H](C)CN([C@@H](C)CO)C(=O)c2cc(NC(=O)NC3CCCCC3)ccc2O1 | -2
12 | C=CCOC(=O)[C@H]1[C@@H]2C(=O)O[C@@H](c3ccccc3)[C@@H](c3ccccc3)N2[C@@H](c2ccc(OCCOC(=O)[C@H]3C[C@H]4C(=O)N[C@@H](CCCCNC(C)=O)C(=O)N4[C@H]3c3cccc(OCCO)c3)cc2)[C@]12C(=O)Nc1ccccc12 | 15
13 | O=C(O)CCCCCCC(=O)N/N=C/c1ccc(-c2cccc(Cl)c2)o1 | 1
14 | C[C@H]1CN([C@@H](C)CO)C(=O)Cc2cc(NC(=O)Nc3cccc4ccccc34)ccc2O[C@@H]1CN(C)CC1CCCCC1 | 0
15 | CNC[C@@H]1Oc2ncc(/C=C/c3ccccc3)cc2C(=O)N([C@H](C)CO)C[C@@H]1C | 23
16 | COc1ccc(CN(C)C[C@H]2OCCCC[C@@H](C)Oc3ccc(NC(=O)C4CCCCC4)cc3C(=O)N([C@H](C)CO)C[C@@H]2C)cc1 | -4

(listing goes on)
entry | mol | NSD2 block
17 | C[C@@H]1CN([C@H](C)CO)C(=O)c2cccc(NC(=O)Nc3ccccc3)c2O[C@H]1CN(C)Cc1ccc(C(=O)Nc2ccccc2N)cc1 | 5
18 | COc1ccc(CN(C)C[C@H]2Oc3ccc(NS(=O)(=O)c4cn(C)cn4)cc3C(=O)N([C@H](C)CO)C[C@H]2C)cc1 | 3
19 | C[C@H]1CN([C@@H](C)CO)C(=O)c2cc(NC(=O)Nc3ccccc3)ccc2O[C@H]1CN(C)S(=O)(=O)c1ccc(F)cc1 | -2
20 | C[C@@H]1CN([C@@H](C)CO)C(=O)c2cc(N(C)C)ccc2O[C@@H]1CN(C)Cc1ccc2c(c1)OCO2 | 0
21 | C/C=C/c1ccc2c(c1)O[C@H](CN(C)C(=O)c1cccc(F)c1)[C@@H](C)CN([C@H](C)CO)S2(=O)=O | -1
22 | COc1ccccc1S(=O)(=O)N(C)C[C@H]1Oc2cc(C#CCC(C)C)ccc2S(=O)(=O)N([C@H](C)CO)C[C@@H]1C | 33
23 | C[C@@H]1CN([C@H](C)CO)C(=O)c2cc(NS(=O)(=O)c3ccc(Cl)cc3)ccc2O[C@@H]1CN(C)Cc1ccncc1 | 0
24 | C[C@@H](NC(=O)C[C@H]1C[C@H]2c3cc(NC(=O)Nc4ccccc4F)ccc3O[C@H]2[C@H](CO)O1)c1ccccc1 | -27

Continuation.
entry | mol | NSD2 block
25 | O=C(N/N=C/c1cc(F)ccc1O)c1ccccn1 | 3
26 | CCCC#Cc1cnc2c(c1)C(=O)N([C@@H](C)CO)C[C@@H](C)[C@@H](CN(C)C(=O)c1ccc3c(c1)OCO3)O2 | 0
27 | C[C@H]1CN([C@@H](C)CO)S(=O)(=O)c2ccc(Br)cc2O[C@H]1CN(C)Cc1ccccc1 | -1
28 | C[C@@H]1CN([C@H](C)CO)C(=O)c2cccc(NC(=O)c3cnccn3)c2O[C@@H]1CN(C)Cc1ccccc1 | 1
29 | O=c1c2ccccc2[nH]c(=S)n1CCCn1ccnc1 | 0
30 | CC(C)NC(=O)Nc1ccc2c(c1)C(=O)N([C@@H](C)CO)C[C@@H](C)[C@@H](CN(C)Cc1ccc(-c3ccccc3)cc1)O2 | -6
31 | Cc1ccc(S(=O)(=O)Nc2ccc3c(c2)CC(=O)N([C@@H](C)CO)C[C@@H](C)[C@H](CN(C)C(=O)Nc2c(C)noc2C)O3)cc1 | 5
32 | CCC(=O)N(C)C[C@@H]1Oc2cc(-c3ccccc3F)ccc2S(=O)(=O)N([C@H](C)CO)C[C@@H]1C | 0

Additional records:
entry | mol | NSD2 block
33 | C[C@@H]1CN([C@@H](C)CO)C(=O)c2c(c3ccccc3n2C)-c2ccccc2CO[C@@H]1CN(C)C(=O)CCC(F)(F)F | 3
34 | C[C@@H]1CN([C@H](C)CO)C(=O)c2cc(-c3cccc(C#N)c3)cnc2O[C@@H]1CN(C)C(=O)c1ccccn1 | 0
35 | C[C@H](CO)N1C[C@H](C)[C@@H](CN(C)S(=O)(=O)c2ccc(F)cc2)OCCCC[C@H](C)Oc2ccc(NC(=O)Nc3ccc4c(c3)OCO4)cc2C1=O | 6
36 | COC(=O)C(CC#Cc1ccc2c(c1)[C@]1(C(=O)N2)[C@H](c2ccccc2OCCO)N2[C@H](c3ccccc3)[C@H](c3ccccc3)OC(=O)[C@H]2[C@@H]1C(=O)N1CCc2cc(OC)c(OC)cc2C1)C(=O)OC | 1
37 | Cc1ccc(-c2ccc3c(c2)O[C@@H](CN(C)Cc2ccncc2)[C@@H](C)CN([C@H](C)CO)S3(=O)=O)cc1 | -5
38 | CCCN(C)C[C@H]1Oc2cc(/C=C/c3ccccc3)ccc2S(=O)(=O)N([C@H](C)CO)C[C@@H]1C | -4
39 | O=C(NCc1ccccc1)[C@@H]1c2ccccc2C(=O)N(CC23CC4CC(CC(C4)C2)C3)[C@H]1c1ccc(CO)cc1 | -4
40 | C[C@H]1CN([C@@H](C)CO)C(=O)c2cc(N(C)C)ccc2O[C@@H]1CN(C)S(=O)(=O)c1ccc(Cl)cc1 | 1

(continued)
entry | mol | NSD2 block
41 | C[C@H]1CN([C@@H](C)CO)C(=O)c2cccc(NC(=O)c3cnccn3)c2O[C@H]1CN(C)C | 7
42 | Cc1ccc(S(=O)(=O)N[C@H]2CC[C@@H](CC(=O)NCCc3ccncc3)O[C@@H]2CO)cc1 | -2
43 | COc1ccc(-n2c(SCC(=O)N3CCOCC3)nnc2-c2ccccc2)cc1 | -1
44 | Cc1ccc(-c2cnc3c(c2)C(=O)N([C@@H](C)CO)C[C@H](C)[C@H](CN(C)C)O3)cc1 | -6
45 | C[C@@H]1CCCCO[C@H](CN(C)Cc2ccccc2)[C@H](C)CN([C@@H](C)CO)C(=O)c2cc(NC(=O)Nc3ccc(C(F)(F)F)cc3)ccc2O1 | -1
46 | C[C@H](CO)N1C[C@H](C)[C@@H](CN(C)S(=O)(=O)c2ccc(Cl)cc2)OCCCC[C@H](C)Oc2ccc(NS(C)(=O)=O)cc2C1=O | -3
47 | Cn1c(=O)c2[nH]c(-c3ccc(Cl)cc3)c(O)c2n(C)c1=O | 2
48 | CC1OC(c2cc3oc(-c4ccccc4)cc(=O)c3c(O)c2O)CC(O)C1O (configuration not stated) | -4

Random excerpt: 3 records from the list, in no set order.
entry | mol | NSD2 block
48 | CC1OC(c2cc3oc(-c4ccccc4)cc(=O)c3c(O)c2O)CC(O)C1O (configuration not stated) | -4
43 | COc1ccc(-n2c(SCC(=O)N3CCOCC3)nnc2-c2ccccc2)cc1 | -1
41 | C[C@H]1CN([C@@H](C)CO)C(=O)c2cccc(NC(=O)c3cnccn3)c2O[C@H]1CN(C)C | 7

Later entries:
entry | mol | NSD2 block
49 | C[C@H](CO)N1C[C@H](C)[C@@H](CN(C)C)Oc2cc(-c3cccc(C#N)c3)ccc2S1(=O)=O | 3
50 | C[C@@H]1CN([C@@H](C)CO)C(=O)Cc2cc(NC(=O)CCCN(C)C)ccc2O[C@@H]1CN(C)Cc1ccc(Oc2ccccc2)cc1 | -1
51 | COc1ccc(S(=O)(=O)N(C)C[C@@H]2Oc3ccc(NC(=O)C4CCCCC4)cc3CC(=O)N([C@H](C)CO)C[C@H]2C)cc1 | 1
52 | C[C@@H]1CN([C@H](C)CO)C(=O)c2ccccc2-c2ccccc2CO[C@@H]1CN(C)Cc1ccc(O)cc1 | -7
53 | C[C@@H]1CN([C@@H](C)CO)C(=O)c2cc(NS(C)(=O)=O)ccc2O[C@H]1CN(C)C(=O)Nc1ccccc1 | 0
54 | C[C@@H]1CCCCO[C@@H](CN(C)C(=O)Nc2ccccc2)[C@H](C)CN([C@H](C)CO)C(=O)c2cc(NC(=O)CCCN(C)C)ccc2O1 | -1
55 | CC(C)CC(=O)N[C@H](C(=O)N[C@H](C(=O)N[C@@H](CC(C)C)[C@@H](O)CC(=O)N[C@@H](C)C(=O)N[C@@H](CC(C)C)[C@@H](O)CC(=O)O)C(C)C)C(C)C | 36
56 | COc1cccc(-c2cnc3c(c2)C(=O)N([C@H](C)CO)C[C@H](C)[C@H](CN(C)Cc2ccc(C(=O)O)cc2)O3)c1 | 0

(cont.)
entry | mol | NSD2 block
57 | C[C@H]1CN([C@@H](C)CO)C(=O)c2cc(-c3ccc(F)cc3)cnc2O[C@@H]1CN(C)C(=O)Cc1ccccn1 | 3
58 | C[C@@H]1CN([C@H](C)CO)S(=O)(=O)c2ccc(C#CC3CCCC3)cc2O[C@H]1CN(C)Cc1cncnc1 | 7
59 | Cc1c2c(=O)[nH]ncc2c(-c2ccccc2)n1CCSCc1c(F)cccc1Cl | 0
60 | C[C@H](CO)N1C[C@H](C)[C@H](CN(C)Cc2cccc(C(F)(F)F)c2)Oc2ncc(-c3cc4ccccc4o3)cc2C1=O | -2
61 | COCC(=O)N(C)C[C@@H]1Oc2cc(C#Cc3cccnc3)ccc2S(=O)(=O)N([C@H](C)CO)C[C@H]1C | -2
62 | CC(C)NC(=O)Nc1ccc2c(c1)C(=O)N([C@@H](C)CO)C[C@@H](C)[C@H](CN(C)C(=O)CCCN(C)C)OCCCC[C@@H](C)O2 | 16
63 | C[C@H](CO)N1C[C@H](C)[C@@H](CN(C)S(=O)(=O)c2ccc(F)cc2)Oc2ccc(NC(=O)Cc3cn(C)c4ccccc34)cc2C1=O | 6
64 | Cc1noc(C)c1NC(=O)N(C)C[C@H]1Oc2ccc(NC(=O)Nc3ccc(F)cc3)cc2CC(=O)N([C@H](C)CO)C[C@@H]1C | -1

(next part)
entry | mol | NSD2 block
65 | COC(=O)c1c2oc(c1C(=O)OC)C(=O)N[C@@H](Cc1ccccc1)Cn1cc(nn1)[C@H](Cc1ccccc1)NC(=O)N[C@@H](CO)CC2 | 26
66 | C[C@H](CO)N1C[C@H](C)[C@H](CN(C)Cc2ccc(-c3ccccc3)cc2)Oc2c(NC(=O)NC3CCCCC3)cccc2C1=O | -4
67 | C[C@@H]1CN([C@H](C)CO)C(=O)c2cc(NS(=O)(=O)c3cccs3)ccc2O[C@H]1CN(C)S(C)(=O)=O | 9
68 | O=S(=O)(Nc1ccc2c(c1)OCCO2)c1csc(-c2cc(C(F)(F)F)on2)c1 | -7
69 | C[C@H]1CN([C@@H](C)CO)C(=O)c2cc(/C=C/c3ccccc3)cnc2O[C@@H]1CN(C)C(=O)c1ccc2c(c1)OCO2 | 3
70 | Cc1noc(C)c1S(=O)(=O)N(C)C[C@H]1OCCCC[C@@H](C)Oc2ccc(N(C)C)cc2C(=O)N([C@H](C)CO)C[C@@H]1C | -4
71 | Cc1cc(C(=O)Nc2cccc3c2O[C@@H](CN(C)Cc2ccccc2)[C@H](C)CN([C@H](C)CO)C3=O)n(C)n1 | 1
72 | COCC(=O)N(C)C[C@@H]1Oc2ncc(-c3ccccc3F)cc2C(=O)N([C@H](C)CO)C[C@H]1C | -4

Five entries already listed, arranged by length of the SMILES, highest first.
entry | mol | NSD2 block
65 | COC(=O)c1c2oc(c1C(=O)OC)C(=O)N[C@@H](Cc1ccccc1)Cn1cc(nn1)[C@H](Cc1ccccc1)NC(=O)N[C@@H](CO)CC2 | 26
70 | Cc1noc(C)c1S(=O)(=O)N(C)C[C@H]1OCCCC[C@@H](C)Oc2ccc(N(C)C)cc2C(=O)N([C@H](C)CO)C[C@@H]1C | -4
69 | C[C@H]1CN([C@@H](C)CO)C(=O)c2cc(/C=C/c3ccccc3)cnc2O[C@@H]1CN(C)C(=O)c1ccc2c(c1)OCO2 | 3
67 | C[C@@H]1CN([C@H](C)CO)C(=O)c2cc(NS(=O)(=O)c3cccs3)ccc2O[C@H]1CN(C)S(C)(=O)=O | 9
68 | O=S(=O)(Nc1ccc2c(c1)OCCO2)c1csc(-c2cc(C(F)(F)F)on2)c1 | -7

Going on with the list:
entry | mol | NSD2 block
73 | C[C@H](CO)N1C[C@H](C)[C@H](CN(C)Cc2ccc(C(=O)O)cc2)Oc2ncc(-c3ccc(C(=O)N(C)C)cc3)cc2C1=O | 0
74 | CC(C)NC(=O)N(C)C[C@H]1OCCCC[C@@H](C)Oc2ccc(NC(=O)c3ccncc3)cc2C(=O)N([C@@H](C)CO)C[C@H]1C | 10
75 | C[C@H](CO)N1C[C@H](C)[C@@H](CN(C)Cc2ccc(C(=O)O)cc2)Oc2ccc(N(C)C)cc2C1=O | -2
76 | Cc1noc(C)c1S(=O)(=O)Nc1ccc2c(c1)CC(=O)N([C@@H](C)CO)C[C@H](C)[C@@H](CN(C)Cc1ccc3c(c1)OCO3)O2 | -1
77 | Cc1ccc(S(=O)(=O)Nc2ccc3c(c2)C(=O)N([C@@H](C)CO)C[C@H](C)[C@@H](CN(C)Cc2ccccc2)OCCCC[C@@H](C)O3)cc1 | -4
78 | Cc1noc(C)c1NC(=O)Nc1cccc2c1O[C@@H](CN(C)Cc1ccc(C(F)(F)F)cc1)[C@H](C)CN([C@@H](C)CO)C2=O | -1

Assay outcomes: PubChem BioAssay, Broad Institute
